V-ATPase pHluor = alters yeast V-ATPase proton transport | AID 504577 | S. cerevisiae, pHLuorin cytosolic pH fluorescence | 350,000 compounds, 0.37% hits | response, % at 10 µM; in the data active means response mostly above about 7.3%, no sharp cut-off; inactive means mostly below about 5.4%; further: actives read high; inactives centre near 0; some compounds called inactive have numbers as strong as hits; reference of the scale not given here
OPRM1-OPRD1 ag = OPRM1-OPRD1 heterodimerization agonism | P35372+P41143 | cells, luminescence | activation, % at 9.3 µM | 340,000 compounds, 0.3% hits; in the data active means activation above about 18%;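 further: 0% = vehicle-treated cells and 100% = reference agonist; values of inactives mirror those of a sister screen read the other way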
C-LANA FP = KSHV C-LANA DNA binding inhibition. MBP-C-LANA/FAM-LBS DNA binding, fluorescence polarization. AID 504423. inhibition, % at 9 µM. 340,000 compounds, 0.078% hits;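 active means highest replicate inhibition at or above 60% at 9 µM, even if other replicates fall short; inactive means all replicates below 60% inhibition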;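 further: 0% = neutral control wells and 100% = 4 µM acridine orange control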
HTR5A inv ctr = counter-screen for OPRM1-OPRD1 inverse agonists: human HTR5A inverse agonism | HTR5A cell line, luminescence | inhibition, % at 9.3 µM | 340,000 compounds, 0.083% hits; in the data active means inhibition mostly above about 23%, no sharp cut-off; inactive means mostly below about 18%;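 further: 0% = cells with DMSO and 100% = no-cell wells with DMSO; some compounds called inactive have numbers as strong as hits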
Target sequence (P47898 whole entry, looked up): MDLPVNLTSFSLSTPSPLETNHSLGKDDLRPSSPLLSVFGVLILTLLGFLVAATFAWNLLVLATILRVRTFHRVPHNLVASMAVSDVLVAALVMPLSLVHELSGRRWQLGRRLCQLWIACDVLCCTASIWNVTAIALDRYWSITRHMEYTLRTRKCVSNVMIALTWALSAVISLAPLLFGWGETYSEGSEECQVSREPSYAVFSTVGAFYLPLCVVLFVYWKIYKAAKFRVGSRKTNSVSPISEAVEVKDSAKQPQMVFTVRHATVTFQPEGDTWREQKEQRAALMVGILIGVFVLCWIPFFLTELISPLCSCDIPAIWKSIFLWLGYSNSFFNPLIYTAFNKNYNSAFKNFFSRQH
MOR-DOR inv ag = inverse agonist of human OPRM1-OPRD1 heterodimerization | P35372+P41143 | cell-based MOR-DOR heterodimer luminescence, inverse agonism | inhibition, % at 9.3 µM | 340,000 compounds, 0.21% hits | AID 504357; in the data active means inhibition above about 22%, passing the limit was not always enough;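 further: 0% = cells with DMSO and 100% = wells without cells with DMSO; values of inactives mirror those of a sister screen read the other way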
cardiac RTF act = increases calcium sensitivity of human cardiac regulated thin filaments | 340,000 compounds, 0.24% hits | activation, % at 7.2 µM | AID 493008 | IANBD-labeled TnC RTF fluorescence at EC20 calcium; 0% EC20 calcium, 100% full calcium | P19429+P45379;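 active means activation above the mean over all tested compounds plus 3 SD, cut at about 30% in these data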;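 further: rise in fluorescence read as greater calcium sensitivity of cardiac thin filaments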
CAL PDZ FP = blocks peptide binding to the human CAL PDZ domain; AID 602252; inhibition, % at 24.9 µM; Q9HD26; 300,000 compounds, 0.92% hits; purified CAL PDZ, TMR-peptide fluorescence polarization, 1 h;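 active means mean inhibition of at least 30% with at least half of replicates also reaching 30%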;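 further: 0% = DMSO neutral control and 100% = excess unlabeled competitor peptide PRC23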
Cardiac RTF inh = cardiac RTF calcium desensitization; P19429+P45379; IANBD-labeled cardiac RTF, Ca2+ fluorescence; inhibition, % at 7.15 µM; 340,000 compounds, 0.12% hits;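 active means inhibition above the mean inhibition of all tested compounds plus 3 SD, cut at about 17% in these data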;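 further: assay run at fixed EC70 calcium of 1.6 mM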
Keap1-Nrf2 PPI = inhibitors of human Keap1-Nrf2 protein-protein interaction; Q14145; Keap1 Kelch-Nrf2 peptide fluorescence polarization, 1536-well; inhibition, % at 9.4 µM; 340,000 compounds, 0.15% hits; AID 504523; in the data active means inhibition above about 12%;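 further: human Keap1 Kelch domain with fluorescein labeled Nrf2 9mer peptide probe; 0% = neutral control wells and 100% = peptide positive control; higher means more block of Keap1 binding to Nrf2 peptide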
Target sequence (Q14145 whole entry, looked up, the tested form may be a part): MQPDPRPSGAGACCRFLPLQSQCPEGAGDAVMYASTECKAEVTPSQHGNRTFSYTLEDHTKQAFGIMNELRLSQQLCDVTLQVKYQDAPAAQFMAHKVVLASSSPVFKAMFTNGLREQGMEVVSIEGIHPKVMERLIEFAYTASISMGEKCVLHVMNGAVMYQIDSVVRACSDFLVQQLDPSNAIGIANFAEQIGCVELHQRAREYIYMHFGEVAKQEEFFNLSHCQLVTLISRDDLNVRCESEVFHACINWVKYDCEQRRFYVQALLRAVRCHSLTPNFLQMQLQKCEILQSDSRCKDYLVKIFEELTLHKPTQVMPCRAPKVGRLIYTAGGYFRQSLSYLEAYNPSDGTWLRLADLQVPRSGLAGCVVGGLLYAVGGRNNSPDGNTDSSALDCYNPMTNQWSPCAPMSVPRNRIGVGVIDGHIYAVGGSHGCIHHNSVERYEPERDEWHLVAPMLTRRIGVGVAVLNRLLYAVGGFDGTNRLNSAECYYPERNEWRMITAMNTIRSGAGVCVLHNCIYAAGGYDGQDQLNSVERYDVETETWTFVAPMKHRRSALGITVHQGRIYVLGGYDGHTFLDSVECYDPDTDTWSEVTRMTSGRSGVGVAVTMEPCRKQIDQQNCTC
HTR5A ag = counter-screen for OPRM1-OPRD1 agonists: human HTR5A agonism; P47898; HTR5A agonist assay, luminescence, cell-based; activation, % at 9.3 µM; 340,000 compounds, 0.61% hits; in the data active means activation mostly above about 9.5%, no sharp cut-off; inactive means mostly below about 7.6%;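 further: 0% = cells with vehicle only and 100% = reference agonist; strong numbers were not always called active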
An asterisk follows results filed as active; · = not tested or not shown.

nr	Molecule	V-ATPase pHluor	OPRM1-OPRD1 ag	C-LANA FP	HTR5A inv ctr	MOR-DOR inv ag	cardiac RTF act	CAL PDZ FP	Cardiac RTF inh	Keap1-Nrf2 PPI	HTR5A ag
1	COc1ccccc1CC(=O)N(Cc1ccccc1)c1cccc(C)c1	2	0.5	-0.5	0	-3	1	-1	3	-5	3
2	O=C(CN1C(=O)c2ccccc2S1(=O)=O)NCCSCc1cccc(Cl)c1	-5	-0.8	-2.1	-8	4	-6	7	-1	-5	0
3	Cc1ccnc(NC(=O)c2ccc(S(=O)(=O)N3CCCC3)cc2)c1	-1	-2.2	0.3	-5	12	-5	-5	-9	-2	2
4	Cc1ccc(-c2noc(C3CCN(S(=O)(=O)c4ccc5c(c4)OCCO5)CC3)n2)o1	-4	0.9	-0.7	-6	-5	-5	-2	-3	-5	2
5	Cc1ccc(C(=O)Cn2c(NCCO)nc3ccccc32)cc1	-2	0.1	1.0	-19	0	1	-2	-7	-2	8
6	CCCCC(CC(O)COCCC)c1n[nH]c(=S)n1-c1ccccc1 (stereo not drawn)	0	-0.2	1.1	-9	1	2	-2	-4	1	3
7	Cc1cccc(C)c1OCc1cc(C(=O)NC2CCC2)no1	3	2.6	-4.0	-6	-13	-1	-2	-1	-12	-3
8	CC(C)NS(=O)(=O)c1ccc(OCC(=O)Nc2ccc3c(c2)OCCO3)cc1	-2	-1.0	-1.3	-16	6	4	4	-4	-2	7
9	Cc1ccc(NS(=O)(=O)c2c(C)nc3sccn3c2=O)cc1C	3	-0.8	0.6	11	4	-2	·	-5	-1	-4
10	CCCCN(CCCNC(=O)CN1C(=O)COc2ccc(S(=O)(=O)N3CCC(C)CC3)cc21)Cc1ccccc1	1	1.8	1.0	12	-9	-8	-5	2	-2	-4
11	Cc1nn(Cc2ccc(F)cc2)c(C)c1NC(=O)c1cc(-c2ccc3c(c2)OCO3)on1	1	5.9	2.5	-18	-30	0	7	-5	0	1
12	Cc1cn(S(=O)(=O)c2cc(Br)ccc2Br)cn1	1	-3.1	0.1	-6	16	6	-3	3	1	0
13	COc1ccccc1OCCC(=O)OCC(=O)Nc1ccc2c(c1)OCCO2	-1	-3.5	0.0	-35	18	6	-3	2	-1	8.6*
14	O=C(COc1ccc(-c2nnco2)cc1)NC1CCS(=O)(=O)C1 (stereo not drawn)	-6	-0.5	-0.3	7	2	-3	2	0	-1	-1
15	COc1cc(NC(=O)c2cc(Br)cc(C)c2OC)ccc1NC(=O)C(C)C	2	-0.3	-1.6	6	2	-2	·	-2	-2	-5

Some of the entries so far, in transposed form.
6. CCCCC(CC(O)COCCC)c1n[nH]c(=S)n1-c1ccccc1 (stereo not drawn)
7. Cc1cccc(C)c1OCc1cc(C(=O)NC2CCC2)no1
8. CC(C)NS(=O)(=O)c1ccc(OCC(=O)Nc2ccc3c(c2)OCCO3)cc1
9. Cc1ccc(NS(=O)(=O)c2c(C)nc3sccn3c2=O)cc1C
10. CCCCN(CCCNC(=O)CN1C(=O)COc2ccc(S(=O)(=O)N3CCC(C)CC3)cc21)Cc1ccccc1
11. Cc1nn(Cc2ccc(F)cc2)c(C)c1NC(=O)c1cc(-c2ccc3c(c2)OCO3)on1
12. Cc1cn(S(=O)(=O)c2cc(Br)ccc2Br)cn1
13. COc1ccccc1OCCC(=O)OCC(=O)Nc1ccc2c(c1)OCCO2
entry no. | 6 | 7 | 8 | 9 | 10 | 11 | 12 | 13
V-ATPase pHluor | 0 | 3 | -2 | 3 | 1 | 1 | 1 | -1
OPRM1-OPRD1 ag | -0.2 | 2.6 | -1.0 | -0.8 | 1.8 | 5.9 | -3.1 | -3.5
C-LANA FP | 1.1 | -4.0 | -1.3 | 0.6 | 1.0 | 2.5 | 0.1 | 0.0
HTR5A inv ctr | -9 | -6 | -16 | 11 | 12 | -18 | -6 | -35
MOR-DOR inv ag | 1 | -13 | 6 | 4 | -9 | -30 | 16 | 18
cardiac RTF act | 2 | -1 | 4 | -2 | -8 | 0 | 6 | 6
CAL PDZ FP | -2 | -2 | 4 | · | -5 | 7 | -3 | -3
Cardiac RTF inh | -4 | -1 | -4 | -5 | 2 | -5 | 3 | 2
Keap1-Nrf2 PPI | 1 | -12 | -2 | -1 | -2 | 0 | 1 | -1
HTR5A ag | 3 | -3 | 7 | -4 | -4 | 1 | 0 | 8.6*

14. O=C(COc1ccc(-c2nnco2)cc1)NC1CCS(=O)(=O)C1 (stereo not drawn)
15. COc1cc(NC(=O)c2cc(Br)cc(C)c2OC)ccc1NC(=O)C(C)C
entry no. | 14 | 15
V-ATPase pHluor | -6 | 2
OPRM1-OPRD1 ag | -0.5 | -0.3
C-LANA FP | -0.3 | -1.6
HTR5A inv ctr | 7 | 6
MOR-DOR inv ag | 2 | 2
cardiac RTF act | -3 | -2
CAL PDZ FP | 2 | ·
Cardiac RTF inh | 0 | -2
Keap1-Nrf2 PPI | -1 | -2
HTR5A ag | -1 | -5

(continued)
nr	Molecule	V-ATPase pHluor	OPRM1-OPRD1 ag	C-LANA FP	HTR5A inv ctr	MOR-DOR inv ag	cardiac RTF act	CAL PDZ FP	Cardiac RTF inh	Keap1-Nrf2 PPI	HTR5A ag
16	O=C(NN1CCOCC1)c1ccc(Cl)cc1[N+](=O)[O-]	-2	-1.4	-2.6	6	7	-5	·	0	-1	-2
17	O=C(N/N=C/C(Cl)=C/c1ccc([N+](=O)[O-])cc1)C(=O)Nc1ccccc1C(=O)O	-5	2.8	-1.0	19	-15	0	-2	-10	-2	3
18	COc1ccc2nc(NC(=O)Cn3cnc4ccccc4c3=O)sc2c1	1	0.3	1.1	0	-1	3	-2	-22	3	4
19	COc1cccc(NC(=O)CSc2nnc(Cn3c(=O)sc4ccccc43)n2C)c1	4	1.8	1.9	-6	-9	8	7	-9	-6	2
20	COc1cccc(CN2C(=O)c3ccccc3S2(=O)=O)c1	-7	-1.1	-0.3	-7	7	-1	-1	-3	0	-5
21	NC(=O)CC[C@@H]1NC(=O)[C@H](CO)NC(=O)c2cc([N+](=O)[O-])cc(I)c2OCC[C@@H](C(N)=O)NC1=O	0	-1.9	-0.6	-4	11	4	1	-5	1	1
22	O=C(Nc1nc(-c2ccccc2)cs1)Nc1ccc(F)cc1F	2	10	-2.1	-1	-55	0	-2	-13	-3	0
23	COc1ccccc1-c1c(-c2ccc(O)cc2O)n[nH]c1C(F)(F)F	-1	1.8	0.1	8	-9	-3	7	6	-4	10
24	COC(=O)c1cn(Cc2cc(OC)ccc2OC)cc(F)c1=O	-2	-3.0	0.1	-2	13	5	5	-6	1	1
25	O=C(Cc1ccc(Cl)cc1Cl)OCC(=O)c1ccc[nH]1	4	1.2	0.6	-19	-6	-3	0	7	-1	0
26	CC(NC(=O)c1cccc(S(=O)(=O)N(C)C)c1)C1CC2CCC1C2 (stereo not drawn)	0	-0.3	-0.6	-29	2	0	-4	-21	-4	10
27	CC1CCN(c2ccc(-c3cccs3)nn2)CC1	0	0.4	-1.0	4	-2	3	-3	-4	0	-1
28	CCCCOC(=O)CNc1nnc(SCC(=O)OCC)[nH]c1=O	-1	-1.3	-1.5	2	8	1	-2	-7	3	-1
29	O=C(Nc1ccc(S(=O)(=O)N2CCCCCC2)cc1)c1ccc(Br)o1	1	1.0	-0.8	-5	-5	3	-9	-7	-4	2
30	CC1CCCN(C(=O)C(C)Nc2cc(Cl)ccc2N2CCOCC2)C1 (stereo not drawn)	0	6.2	-1.6	-9	-32	-1	-8	-4	1	2

(next part)
nr	Molecule	V-ATPase pHluor	OPRM1-OPRD1 ag	C-LANA FP	HTR5A inv ctr	MOR-DOR inv ag	cardiac RTF act	CAL PDZ FP	Cardiac RTF inh	Keap1-Nrf2 PPI	HTR5A ag
31	COc1ccc(C(CNC(=O)c2ccc(NS(=O)(=O)c3ccc4c(c3)OCCO4)cc2)N(C)C)cc1 (stereo not drawn)	-5	-3.4	1.0	1	18	6	-2	-16	-4	0
32	COc1ccc(NC(=O)CN(C)C(=O)CCc2c[nH]c3ccccc23)cc1	-1	0.5	-0.5	-17	-4	2	-2	-9	-1	-3
33	Cc1ccccc1C(=O)/C(C#N)=N/Nc1c(C)n(C)n(-c2ccccc2)c1=O	0	-1.8	-0.1	14	9	6	1	-3	-2	-5
34	CN(CC(=O)Nc1ccc(F)c(F)c1F)C(=O)CC1CCCCC1	-2	-2.0	0.1	3	8	-6	-20	-7	1	-1
35	CCCCN1C(=S)SC(C)(C)C1/[N+]([O-])=C/c1cccnc1 (stereo not drawn)	-2	-2.4	1.1	-9	14	6	20	3	-1	5
36	Cc1ccc(N/C=C2\C(=O)C3(C)CCC2C3(C)C)cc1C (stereo not drawn)	0	2.6	-0.2	-19	-14	3	3	-9	-3	7
37	C[C@H](CO)N1C[C@H](C)[C@@H](CN(C)S(=O)(=O)c2ccc(F)cc2)Oc2c(NS(=O)(=O)c3ccc(F)cc3)cccc2C1=O	0	-1.9	-1.5	-29	9	-1	-1	0	1	8
38	Cc1oc(-c2cccc(Cl)c2)nc1CS(=O)(=O)CC(=O)NC1CCCC1	3	-0.3	1.1	-12	2	2	0	-8	-2	-2
39	Cc1cccnc1NC(=O)c1cccc(S(=O)(=O)N2CCN(c3ccccc3)CC2)c1	1	-0.1	-0.4	6	1	-7	-3	6	5	-2
40	O=C(NC(=S)Nc1ccc(S(=O)(=O)N2CCOCC2)cc1)c1ccccc1[N+](=O)[O-]	-1	-5.2	0.9	25	26	-6	-5	3	1	4
41	CC(=O)Nc1cc(C(=O)OCC(=O)c2ccccc2)ccc1C	5	-3.5	0.4	-35	19	-12	·	-2	1	7
42	CC1CCCCC1NC(=O)CSc1nnc(COc2ccc(Cl)cc2)o1 (stereo not drawn)	0	4.2	0.3	10	-22	-1	-3	-5	0	0

High-throughput results deposited in PubChem by several laboratories.
